# GLS inhibitor – inhibitors of human glutaminase (GLS) | GLS enzymatic activity, qHTS titration | Potency, µM (top dose mostly 45.5 µM), inactives show at the highest dose activity change, negative = inhibition, hits mostly inhibitors | 410,000 tested, 0.21% active | AID 624170; also: potency is read from the fitted curve at half-maximal effect; % is scaled to controls: 0 for no effect and ±100 for the full control effect
#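 hKGA in 45 mM KH2PO4 (pH 8.2), 0.02% Tween-20 with compound, then 1mM L-Glutamine (stock as added) plus glutamate oxidase/HRP/Amplex red coupling mix. Fluorescence read initially and after 30 min at RT; signal change reflects glutamate formation.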
# rTrxR1 inhibitor – inhibitors of rat thioredoxin reductase 1. O89049. recombinant rTrxR1, NADPH fluorescence consumption, selenite substrate. Potency, µM (series often up to 114 µM), for inactives: top-dose activity change, negative = inhibition, actives largely listed as inhibitors. 390,000 tested, 1% active. AID 588453; also: potency is read from the fitted curve at half-maximal effect; % is scaled to controls: 0 for no effect and ±100 for the full control effect; nearly all actives have a fitted effect of over 65% in size
#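 Rat TrxR1 (90 nM in the dispensed reagent) was pre-reduced with 400 uM NADPH for 5 min at room temperature, then incubated with compound for 15 min. After 400 uM selenite was added, NADPH fluorescence (Ex 340/Em 450 nm) was followed for 8 min.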
# Pin1 inhibitor – human Pin1 inhibition | AID 504891 | Potency, µM (highest dose often 115 µM), for the others: top-dose activity, negative = inhibition, actives largely listed as inhibitors | Pin1 FP peptide displacement, HiFluor488, 10 min | 390,000 tested, 0.009% active | Q13526; active = well fitted inhibition curve with a large enough effect in the polarisation, with a control signal flat, not every such curve was filed as active; inconclusive = small, poorly fitted or top-dose-only effect, or effect the other way, or a change in a side signal; inactive = no such curve, though single readings can be large or run the other way; the % refers to the polarisation; also: potency is read from the fitted curve at half-maximal effect; % is scaled to controls: 0 for no effect and ±100 for the full control effect
# HP1b chromo inh – inhibitors of HP1-beta chromodomain binding to methylated histone tails | 390,000 tested, 0.56% active | AlphaScreen HP1-beta / biotin-H3K9me3 peptide binding | P83916 | Potency, µM (titrated, usually from 114 µM), for the others: at the highest dose activity change, negative = inhibition, most hits filed as inhibitors | AID 540317; also: potency is read from the fitted curve at half-maximal effect; nearly all actives have a fitted effect of over 70% in size; inactives centre near 23
# Target sequence (P83916 whole entry, looked up): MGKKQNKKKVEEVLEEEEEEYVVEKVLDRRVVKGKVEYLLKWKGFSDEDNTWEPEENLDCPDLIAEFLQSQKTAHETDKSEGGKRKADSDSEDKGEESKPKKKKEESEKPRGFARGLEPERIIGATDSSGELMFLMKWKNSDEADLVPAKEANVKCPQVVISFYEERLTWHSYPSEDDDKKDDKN
#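 AlphaScreen: HP1-beta (50 nM) preformed 30 min with biotin-H3(1-18)K9me3 peptide (50 nM) in PBS pH 7.4, 0.01% Tween-20. Compound added for 30 min at RT, then streptavidin donor/nickel chelate acceptor beads (10 ug/mL) for 30 min.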
# PI4K2A block – PI4K2A (human) kinase inhibition; Q9BTU6; purified PI4K2A, ADP-Glo luminescence, 1 h; hits give low values; activity change, negative = inhibition, % at 76.9 µM; 420,000 tested, 0.13% active; AID 1346378; in the data active = activity change below about -50%; inconclusive = mostly about -30% to -49%;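 also: -100% = wells without enzyme as full effect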
#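 PI4K2A activity was measured by ADP-Glo luminescence: enzyme (4 ug/mL stock) and phosphatidylinositol (1.2 mM stock) in Tris pH 7.5/MgCl2/EGTA/Triton X-100 buffer were reacted with ATP (300 microM stock) for one hour at ambient temperature.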
# USP1 inh – USP1/UAF1 (human) deubiquitinase inhibition. AID 743255. 390,000 tested, 0.23% active. recombinant USP1/UAF1, Ub-Rhodamine cleavage fluorescence. Potency, µM (doses to about 57.1 µM), inactives show at the highest dose activity change, negative = inhibition, usual class: inhibitors; also: potency is read from the fitted curve at half-maximal effect; % is scaled to controls: 0 for no effect and ±100 for the full control effect; nearly all actives have a fitted effect of over 60% in size; inactives centre near -12
# Target sequence (O94782 whole entry, looked up): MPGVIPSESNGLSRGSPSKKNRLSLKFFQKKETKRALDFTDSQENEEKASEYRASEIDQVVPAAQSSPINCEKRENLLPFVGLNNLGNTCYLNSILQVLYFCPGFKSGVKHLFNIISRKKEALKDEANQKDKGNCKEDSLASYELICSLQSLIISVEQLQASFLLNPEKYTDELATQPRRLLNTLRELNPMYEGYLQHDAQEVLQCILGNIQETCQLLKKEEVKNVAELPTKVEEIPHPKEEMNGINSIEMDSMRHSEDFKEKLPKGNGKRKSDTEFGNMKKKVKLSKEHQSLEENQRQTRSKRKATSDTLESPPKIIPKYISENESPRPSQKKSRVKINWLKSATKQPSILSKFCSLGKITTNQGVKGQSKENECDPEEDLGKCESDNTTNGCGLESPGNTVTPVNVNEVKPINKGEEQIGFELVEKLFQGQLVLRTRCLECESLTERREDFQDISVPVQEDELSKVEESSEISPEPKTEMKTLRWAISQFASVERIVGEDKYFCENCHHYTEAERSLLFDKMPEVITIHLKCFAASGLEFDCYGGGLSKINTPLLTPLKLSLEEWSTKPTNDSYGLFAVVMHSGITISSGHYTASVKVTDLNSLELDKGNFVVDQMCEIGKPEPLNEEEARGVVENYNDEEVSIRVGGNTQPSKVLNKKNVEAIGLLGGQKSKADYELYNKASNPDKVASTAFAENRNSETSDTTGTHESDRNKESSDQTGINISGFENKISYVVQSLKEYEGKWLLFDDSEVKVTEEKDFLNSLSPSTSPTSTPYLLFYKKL
#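 USP1/UAF1 complex at 1 nM was preincubated with compound for 15 min at room temperature, then Ub-Rho substrate (150nM final) was added. Fluorescence (480/540 nm) was read kinetically, 6 reads every 60 seconds.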
# PGK inhibitor – blocks T. brucei phosphoglycerate kinase | P07378 | PGK/GAPDH coupled, Kinase-Glo luminescence, 60 min | Potency, µM (highest dose often 57.5 µM), for the others: at the highest dose activity change, negative = inhibition, usual class: inhibitors | 380,000 tested, 0.043% active | AID 602233; also: potency is read from the fitted curve at half-maximal effect; % is scaled to controls: 0 for no effect and ±100 for the full control effect; nearly all actives have a fitted effect of over 60% in size
#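 Luminescent ATP detection (Kinase-Glo Plus) follows a 60-minute room-temperature incubation, with wells lacking PGK as controls. Buffer: 100 mM TEA (pH 7.6), 5 mM MgCl2, 0.01% Tween-20. Coupling enzyme GAPDH (100 nM final) supplies unstable 1,3-BPG in-well.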
# TrxR1 substrate – is turned over as a substrate by rat TrxR1; purified TrxR1 substrate turnover, NADPH consumption readout; AID 588456; O89049; Potency, µM (titrated, usually from 114 µM), inactives show at the top dose activity change, negative = substrate turnover; 390,000 tested, 0.01% active; also: potency is read from the fitted curve at half-maximal effect; % is scaled to controls: 0 for no effect and ±100 for the full control effect; nearly all actives have a fitted effect of over 50% in size
#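 Rat TrxR1, dispensed at 90 nM, was prereduced with 400 uM NADPH (final) for 5 min at ~22 deg C, then incubated with compound 15 min before 400 uM selenite. A first-read NADPH fluorescence drop versus no-compound background flagged substrates.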
# IDH1 R132H inh – human IDH1 R132H inhibition | 390,000 tested, 0.093% active | Potency, µM (top dose mostly 76.6 µM), without a hit: at the top dose activity change, negative = inhibition, usual class: inhibitors | O75874 | AID 602179 | IDH1-R132H enzyme, NADPH consumption, diaphorase/resazurin fluorescence; also: potency is read from the fitted curve at half-maximal effect; % is scaled to controls: 0 for no effect and ±100 for the full control effect; nearly all actives have a fitted effect of over 65% in size
#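 IDH1-R132H (0.5 ug/mL) preincubated 30 min with compound, then NADPH (0.016 mM) and alpha-KG (2 mM) added; 80 min at RT, pH 7.5. Remaining NADPH coupled via diaphorase/resazurin to fluorescence (540/590 nm); concentration-response curves normalized to no-enzyme control.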
# Numbers without * were called inactive; i = inactive; ? = inconclusive; nt = no result given; & = joins results of further samples; [ ] = another dose, or the depositor's remark. Unless noted, calls follow the shape of the dose curve; as a rule, active = well fitted curve in the direction sought with a large enough effect; inconclusive = small, poorly fitted or top-dose-only effect, or another doubt; inactive = no such curve, though single readings can be large; an effect the other way counts as inactive or inconclusive. The list is partial; rates above refer to the full screens.
SMILES,GLS inhibitor,rTrxR1 inhibitor,Pin1 inhibitor,HP1b chromo inh,PI4K2A block,USP1 inh,PGK inhibitor,TrxR1 substrate,IDH1 R132H inh
COc1cccc(CN2C(=O)C3(SCC(=O)N3c3ccc(F)cc3)c3ccccc32)c1 (configuration not stated),-16%,9%,-2%,6%,-2,-24%,-4%,-5%,9%
COc1ccc2oc(C(=O)OCC(=O)Nc3ccccc3OC)c(C)c2c1,-3%,28%,6%,33%,3,-11%,10%,31%[activator],3%
O=C(CSc1nc2ccccc2[nH]1)N1CCN(c2ccc(F)cc2)CC1,23%,-1%[57.1 µM],5%,31%,-7,-15%,-5%,12%[57.1 µM],7%
O=C1CCC(C(=O)N2CCCCO2)CN1CCc1ccc(Cl)cc1 (configuration not stated),-9%,?,-4%,41%[activator],-5,-15%,i,-10%,4%
CC(C(=O)C12CC3CC(CC(C3)C1)C2)N1CCOCC1 (configuration not stated),-9%,13%[57.1 µM],6%,6%,0,-25%,2%,7%[57.1 µM],4%
O=C(NCCc1ccc(Cl)cc1)Nc1cccc(Cl)c1,17%,5%,-6%,65%[activator],1,-16%,6%,-7%,0%
Cc1cc(C(=O)Nc2cccc(C(=O)O)c2)c(C)o1,1%,16%,3%,21%,1,3%,-7%,1%,7%
COc1ccc(OCC(=O)Nc2cc(OC)ccc2N2CCCCC2)cc1,0%,-4%,1%,34%[57 µM],3,-25%,i,-6%,4%
O=C(c1ccc(CS(=O)c2ccccc2Cl)o1)N1CCN(c2ccccc2F)CC1 (configuration not stated),3%,12%,-8%,51%[activator],-4,-17%,-4%,0%,0%
S=c1[nH]nc(-c2ccncc2)n1Cc1ccco1,0%,?,5%,15%,-1,-18%,1%,-2%,12%
CCOC(=O)C1(Cc2ccccc2C)CCCN(S(=O)(=O)CC)C1 (configuration not stated),0%,10%,3%,23%,1,-13%,-6%,-3%,2%
COc1ccc(Nc2nnc(SCC(=O)N(CC(C)C)C3CCS(=O)(=O)C3)s2)cc1 (configuration not stated),-4%,nt,nt,nt,-4,-22%,-1%,nt,9%
O=C(NCc1cccnc1)c1ccc(CS(=O)(=O)Cc2ccc(Cl)cc2)o1,-7%,-13%,-7%,21%,9,-3%,-8%,3%,1%
Cc1ccccc1NC(=O)C(Cc1ccccc1)N1Cc2ccccc2C1=O (configuration not stated),1%,8%,-5%,14%,-1,3%,-8%,-6%,-11%
Cc1ccc(S(=O)(=O)N2CCN(c3ncccn3)CC2)c(C)c1,1%,7%,3%,5%,-1,-6%,-5%,2%,2%
Cc1c(C(=O)NCCCN2CCOCC2)sc2nc(-c3ccc(F)cc3)cn12,1%,1%,-6%,15%,-10,-1%,nt,-10%,3%
CCOc1ccc(CCNCc2c(C(=O)O)n(Cc3ccc(C)cc3)c3cc(OC)ccc23)cc1,5%,15%,-2%,-18%,2,-8%,nt,3%,nt
COc1ccc(C2c3c(ncn(CCN4CCOCC4)c3=N)Oc3ccc4ccccc4c32)cc1 (configuration not stated),-1%,-9%,-3%&18%,0%,-1,-26%,1%,-11%,-1%
Nc1c(N(CCCO)C(=O)CCCN2C(=O)c3cccc4cccc(c34)C2=O)c(=O)[nH]c(=O)n1Cc1ccccc1,2%,-22%,-2%,37%,2,-7%,i,-4%,0%
CCc1nnc(NC(=O)CSc2nnc(CNc3ccc(OC)cc3)n2CC)s1,18%,-6%,-3%,32%,3,-11%,6%,-4%,-6%
OCCCN=c1cc(-c2ccccc2)oc2ccc(Cl)cc12,5%,-2%,7%,40%[activator],-6,-15%,i,-5%,7%
O=C1c2ccccc2NC(c2ccc3c(c2)OCCO3)N1c1ccc2c(c1)OCCO2 (configuration not stated),17%,7%,4%,15%,-13,-5%,i,9%,0%
CN(C(=O)c1cnc(N2CCOCC2)c2ccccc12)c1ccccc1F,7%,21%[57.1 µM],2%,23%[57 µM],0,-4%,-2%,7%[57.1 µM],13%
O=S(=O)(c1ccc(NCc2ccccc2)cc1)N1CCOCC1,6%,-7%,-1%,18%,7,-12%,-1%,-11%,11%
COCCOC(=O)c1c(NC(=O)CN2CCCc3ccccc32)sc(C(N)=O)c1C,-1%,3%,-5%,9%,-3,-19%,-10%,1%,-1%
COc1ccc(CCN2CC(=O)NC(=O)C2)cc1OC,-8%,nt,nt,nt,-1,-28%,-8%,nt,10%
CNC(=O)c1c(NC(=O)c2ccc3ncsc3c2)sc(C)c1C,-19%,29%,8%,35%,0,-12%,i,18%,2%
CC1CCN(C(c2ccccc2)c2nnnn2C(C)(C)C)CC1 (configuration not stated),-1%,3%[57.1 µM],4%,11%,-6,-17%,-6%,-11%,-3%
CO[C@H]1CC[C@@]2(C)[C@@H](CC[C@@H]3[C@@H]2CC[C@@]2(C)[C@H]3C[C@H](C(=O)O)O[C@]23CCCO3)C1,1%,17%,-4%,19%,-1,-2%,-5%,-3%,-11%
Cc1cc(C)c(NC(=O)CSc2cn(CC(=O)N3CCOCC3)c3ccccc23)c(C)c1,-3%,10%,-5%,51%[activator],-2,-20%,9%,-5%,0%
CCc1cccc(CC)c1NC(=O)c1cccc(NC(=O)c2ccccc2)c1,-2%,0%,3%,24%,1,-5%,11%,-3%,3%
COC(=O)CCCC1=CC2=CC(=O)C(C)(OC(=O)c3cccs3)C(=O)C2=CN1CCCOC(C)C (configuration not stated),0%,-13%,-7%,13%,-12,?,-3%,-9%,3%[38.3 µM]
O=C(CCNC(=O)C1CCN(S(=O)(=O)c2ccccc2)CC1)NCc1cccc(Cl)c1,-1%,14%,-2%,74%[activator],-5,-20%,i,64%[activator],6%
NS(=O)(=O)c1cccc(NC(=O)c2ccccc2NS(=O)(=O)c2ccc(F)cc2)c1,-12%,34%[57.1 µM],1%,18%,-2,-16%,-1%,21%[57.1 µM],-1%
COc1ccc(Cl)cc1C(=O)NNC(=O)c1[nH]c(C)c(C(C)=O)c1C,12%,-3%[11.4 µM],5%,25%,1,-10%,-4%,1%[11.4 µM],5%
O=C(CN1C(=O)c2cccc3cccc1c23)NC1CCCCC1,-2%,9%[57.1 µM],6%,10%,1,-18%,5%,11%,3%
COc1cc(-c2noc(CCCC(=O)NCc3ccccc3)n2)cc(OC)c1OC,9%,10%,-11%,9%,-4,2%,i,-8%,5%
NC(=S)Nc1cccc2cnccc12,25%,-14%,0%,25%,1,-10%,8%,-8%,11%
O=C(CC12CC3CC(CC(C3)C1)C2)N/N=C/c1ccc([N+](=O)[O-])o1,-3%,40µM*,25%,25%,-9,-25%,-6%,2%,10%
Cc1ccc(S(=O)(=O)N2CCOCC2)cc1NC(=O)CSc1nnc(N)s1,1%,7%[57.1 µM],-1%,14%,3,-12%,-3%,8%[57.1 µM],8%

# Some of these compounds in order of the TrxR1 substrate value, low to high.
smiles	TrxR1 substrate
COC(=O)CCCC1=CC2=CC(=O)C(C)(OC(=O)c3cccs3)C(=O)C2=CN1CCCOC(C)C (configuration not stated)	-9%
NC(=S)Nc1cccc2cnccc12	-8%
CCc1cccc(CC)c1NC(=O)c1cccc(NC(=O)c2ccccc2)c1	-3%

# Following part:
SMILES,GLS inhibitor,rTrxR1 inhibitor,Pin1 inhibitor,HP1b chromo inh,PI4K2A block,USP1 inh,PGK inhibitor,TrxR1 substrate,IDH1 R132H inh
COc1ccc(/C=N/NC(=O)c2cccc(S(=O)(=O)N3CCCC3)c2)cc1O,5%,-12%,8%,34%,2,0%,6%,-10%,-7%
COc1cc(C2C3=C(CC(C)(C)CC3=O)OC3=C2C(=O)CC(C)(C)C3)cc([N+](=O)[O-])c1O,20%,29%[11.4 µM],-8%,0%,1,-8%,-7%,-18%[11.4 µM],13%
C=CC[C@H](CC(=O)N(CCO)Cc1ccccc1)C(=O)N[C@@H](COC(=O)[C@@H](CC=C)Cc1ccc(F)cc1)Cc1ccccc1,-11%,20%,?,47%[activator],3,-22%,-3%,1%,3%
COC(=O)c1cc2cc(OC)ccc2n1C,-5%,-28%,0%,57%[activator],2,?,-7%,-4%,-8%[38.3 µM]
CC(=O)N1CCOc2ccc(S(=O)(=O)N3C(C)CCCC3C)cc21 (configuration not stated),-12%,-2%,-2%,42%[activator],-3,-17%,-6%,-13%,0%
O=S(=O)(/N=C/N1CCOCC1)c1ccc(Cl)cc1,-3%,8%,0%,39%[activator],-2,-17%,4%,-1%,16%
CCSc1nc2n(n1)C(c1ccc(CC)cc1)C(C(=O)Nc1ccccc1OC)=C(C)N2 (configuration not stated),1%,10%[57.1 µM],-4%,15%,0,-18%,i,-3%[57.1 µM],19%
O=C(NC1(C(F)(F)F)NC(=O)N(CCc2ccccc2)C1=O)c1ccccc1Cl (configuration not stated),-15%,7%,28%,20%,-2,-16%,-4%,0%,0%
CN(C(=O)c1ccc(Oc2ccc([N+](=O)[O-])cc2)cc1)C1CCCCC1,6%,9%,0%,10%,5,-6%,9%,-3%,5%
O=C(CSCc1ccccc1)Nc1cc([N+](=O)[O-])ccc1F,-1%,-3%,-17%,33%,-3,-21%,i,0%,10%
